Screening data as filed in PubChem.
Pf apPOL inh – Pf-apPOL inhibitors, biochemical, fluorescence; Recombinant Pf-apPOL, molecular beacon fluorescence, 1.5 h; inhibition, % at 10 µM; actives 0.25% (n = 210,000)
mHTT CaM bind – mutant huntingtin-calmodulin interaction inhibitors – biochemical, AlphaScreen, primary screen; P42858; AlphaScreen His-mHTT/GST-CaM binding, luminescence; inhibition, % at 15 µM; actives 3.6% (n = 190,000); AID 1671202, 2021;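 note: 0% = both proteins with DMSO and 100% = one protein alone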
Target sequence (P42858 whole entry, looked up, stated change not applied): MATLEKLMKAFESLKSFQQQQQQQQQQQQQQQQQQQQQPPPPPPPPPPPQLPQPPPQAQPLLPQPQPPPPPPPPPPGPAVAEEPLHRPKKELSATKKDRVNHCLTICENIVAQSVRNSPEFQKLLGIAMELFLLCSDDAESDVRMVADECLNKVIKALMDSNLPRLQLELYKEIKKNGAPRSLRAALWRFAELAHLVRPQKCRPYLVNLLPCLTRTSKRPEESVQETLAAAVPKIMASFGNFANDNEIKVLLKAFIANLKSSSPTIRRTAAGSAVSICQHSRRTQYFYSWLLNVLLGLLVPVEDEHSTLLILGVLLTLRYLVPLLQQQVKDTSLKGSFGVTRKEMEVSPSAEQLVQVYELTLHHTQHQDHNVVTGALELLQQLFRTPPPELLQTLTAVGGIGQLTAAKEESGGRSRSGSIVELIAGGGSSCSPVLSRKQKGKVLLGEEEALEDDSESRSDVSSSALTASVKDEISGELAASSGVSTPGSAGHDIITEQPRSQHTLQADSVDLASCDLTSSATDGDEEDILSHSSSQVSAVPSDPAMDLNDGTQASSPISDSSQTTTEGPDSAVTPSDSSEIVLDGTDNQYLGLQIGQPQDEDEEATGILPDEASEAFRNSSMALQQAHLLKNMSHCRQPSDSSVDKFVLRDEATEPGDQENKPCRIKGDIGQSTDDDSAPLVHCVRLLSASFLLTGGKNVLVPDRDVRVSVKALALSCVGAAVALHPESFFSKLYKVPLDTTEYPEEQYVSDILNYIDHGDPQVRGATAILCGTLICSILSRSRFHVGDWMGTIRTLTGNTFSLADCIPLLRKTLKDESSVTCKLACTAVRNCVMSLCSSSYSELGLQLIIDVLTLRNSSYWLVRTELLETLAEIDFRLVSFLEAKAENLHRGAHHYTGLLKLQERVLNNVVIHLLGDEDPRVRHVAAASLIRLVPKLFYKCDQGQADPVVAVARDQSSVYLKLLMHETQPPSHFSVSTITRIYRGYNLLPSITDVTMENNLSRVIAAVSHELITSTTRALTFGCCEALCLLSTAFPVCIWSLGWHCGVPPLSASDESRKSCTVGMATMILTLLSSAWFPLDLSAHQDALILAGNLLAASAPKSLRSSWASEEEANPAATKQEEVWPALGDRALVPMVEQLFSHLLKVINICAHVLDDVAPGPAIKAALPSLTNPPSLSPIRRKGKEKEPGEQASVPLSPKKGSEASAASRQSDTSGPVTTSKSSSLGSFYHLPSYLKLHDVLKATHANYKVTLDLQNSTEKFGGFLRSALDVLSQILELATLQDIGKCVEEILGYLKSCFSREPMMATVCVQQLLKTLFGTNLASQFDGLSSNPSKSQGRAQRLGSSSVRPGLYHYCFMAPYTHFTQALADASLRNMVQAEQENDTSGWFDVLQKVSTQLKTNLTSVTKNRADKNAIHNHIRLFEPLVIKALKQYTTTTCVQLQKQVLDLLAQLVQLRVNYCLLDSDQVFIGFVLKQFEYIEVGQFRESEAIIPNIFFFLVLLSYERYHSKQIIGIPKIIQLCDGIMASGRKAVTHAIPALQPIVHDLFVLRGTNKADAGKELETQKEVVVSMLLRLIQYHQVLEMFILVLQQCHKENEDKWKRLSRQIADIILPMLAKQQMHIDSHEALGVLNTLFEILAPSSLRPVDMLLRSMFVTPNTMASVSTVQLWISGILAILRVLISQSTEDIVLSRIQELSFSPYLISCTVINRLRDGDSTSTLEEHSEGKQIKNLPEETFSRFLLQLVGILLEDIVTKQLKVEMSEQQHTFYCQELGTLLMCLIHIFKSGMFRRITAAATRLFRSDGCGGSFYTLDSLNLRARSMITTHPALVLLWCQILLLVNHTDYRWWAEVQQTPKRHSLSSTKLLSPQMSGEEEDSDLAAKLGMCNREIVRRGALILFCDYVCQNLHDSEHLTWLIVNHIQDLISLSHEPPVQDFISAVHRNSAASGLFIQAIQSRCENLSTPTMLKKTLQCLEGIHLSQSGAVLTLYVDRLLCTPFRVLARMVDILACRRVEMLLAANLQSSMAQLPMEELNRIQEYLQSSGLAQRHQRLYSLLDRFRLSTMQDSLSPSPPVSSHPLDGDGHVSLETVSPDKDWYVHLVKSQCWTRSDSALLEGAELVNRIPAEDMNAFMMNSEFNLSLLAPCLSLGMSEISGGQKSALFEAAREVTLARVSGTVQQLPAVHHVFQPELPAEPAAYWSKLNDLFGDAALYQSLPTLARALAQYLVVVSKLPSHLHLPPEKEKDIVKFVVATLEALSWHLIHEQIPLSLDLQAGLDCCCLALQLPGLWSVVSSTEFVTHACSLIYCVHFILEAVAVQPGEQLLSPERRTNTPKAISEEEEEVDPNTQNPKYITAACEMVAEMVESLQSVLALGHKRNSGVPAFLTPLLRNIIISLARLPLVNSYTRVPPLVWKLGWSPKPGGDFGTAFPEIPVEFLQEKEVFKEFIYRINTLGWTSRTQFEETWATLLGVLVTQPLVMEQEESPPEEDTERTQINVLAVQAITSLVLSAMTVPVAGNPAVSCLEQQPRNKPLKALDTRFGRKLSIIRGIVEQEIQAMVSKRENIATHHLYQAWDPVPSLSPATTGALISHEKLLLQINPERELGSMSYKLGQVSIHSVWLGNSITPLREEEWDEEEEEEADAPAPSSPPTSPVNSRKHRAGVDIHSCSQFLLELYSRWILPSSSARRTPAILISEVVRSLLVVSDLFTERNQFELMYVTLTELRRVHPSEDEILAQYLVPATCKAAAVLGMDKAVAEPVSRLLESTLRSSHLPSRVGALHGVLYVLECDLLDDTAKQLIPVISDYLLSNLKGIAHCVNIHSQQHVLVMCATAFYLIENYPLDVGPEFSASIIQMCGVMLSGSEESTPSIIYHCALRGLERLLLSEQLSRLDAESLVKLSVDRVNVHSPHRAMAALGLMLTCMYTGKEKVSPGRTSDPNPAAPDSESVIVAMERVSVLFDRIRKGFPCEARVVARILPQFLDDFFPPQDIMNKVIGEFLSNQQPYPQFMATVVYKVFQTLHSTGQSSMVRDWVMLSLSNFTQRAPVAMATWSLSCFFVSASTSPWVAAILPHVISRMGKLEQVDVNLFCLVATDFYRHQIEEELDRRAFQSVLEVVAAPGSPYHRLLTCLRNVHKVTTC
* = called active by the depositor; nt = no result given; & = joins results of further samples. Cut-off read from the data, not from the text of the source: active = inhibition above about 50%; inactive = the rest.

SMILES | Pf apPOL inh | mHTT CaM bind
COc1cc(OC)c(NC(=O)Cn2nc3c(cc2=O)CCCC3)cc1Cl | -5 | -4
CC(=O)Oc1ccc2c(c1)OC(=Cc1ccc3c(c1)OCO3)C2=O | 1 | 6
O=C(C[n+]1cccc2ccccc21)c1ccc(F)cc1 | nt | -5
Cc1ccc(NCCNC(=O)Nc2ccc(F)c(Cl)c2)nn1 | -12 | -13
O=C(C=Cc1ccc2c(c1)OCO2)N1CCC(COCc2ccccc2)CC1 | -5 | -2
Cc1cc(NC(=O)c2nnn(-c3nccs3)c2C)no1 | -2 | -14
O=S(=O)(c1ccc(F)cc1)N1CCN(c2ncnc3sc4c(c23)CCCC4)CC1 | -7 | -3
COc1ccc(/C=C2\N=C(c3cc([N+](=O)[O-])ccc3Cl)OC2=O)cc1 | 34 | 1

The closing 2 compounds of the section before lead into the next.
SMILES | Pf apPOL inh | mHTT CaM bind
O=S(=O)(c1ccc(F)cc1)N1CCN(c2ncnc3sc4c(c23)CCCC4)CC1 | -7 | -3
COc1ccc(/C=C2\N=C(c3cc([N+](=O)[O-])ccc3Cl)OC2=O)cc1 | 34 | 1
O=C1NC(=Nc2ccccc2)c2c1cccc2[N+](=O)[O-] | 1 | 1
CCC(=O)Nc1ccccc1C(=O)C(=O)O | -9 | -2
CC(C)(C)C(=O)NC(N)=Nc1nc2ccccc2o1 | -11&4 | -6&0
Cc1cc(C)nc(SCCSCc2ccc(Cl)cc2)n1 | -4 | -57
Fc1ccc(CN2CCCCC2c2nc(-c3cnccn3)no2)cc1F (configuration not stated) | 3 | 17
N#CSCC(=O)N1c2ccccc2Sc2ccc(C(F)(F)F)cc21 | 14 | 3
COc1ccc(C2SCCN2S(=O)(=O)c2ccc(F)cc2)cc1 (configuration not stated) | -4 | -28
C=CCOc1ccccc1CNc1ccccc1F | 3 | -87

2 of these compounds in another layout:
Results follow in this order: Pf apPOL inh	mHTT CaM bind
- COc1ccc(C2SCCN2S(=O)(=O)c2ccc(F)cc2)cc1 (configuration not stated)
 : -4	-28
- C=CCOc1ccccc1CNc1ccccc1F
 : 3	-87

Going on with the list:
SMILES | Pf apPOL inh | mHTT CaM bind
N#Cc1cnc(N(Cc2ccccc2)Cc2ccccc2)nc1N | -3 | nt
O=C(NCC1CCCO1)Nc1ccc(Cl)c(Cl)c1 (configuration not stated) | 1 | -3
C=CCNc1nc2ccccc2nc1NS(=O)(=O)c1ccc(Br)cc1 | -6 | 5
O=C(c1ccncc1)N1CCC(c2cnn(-c3ccccc3)c2)CC1 | -4 | -2
CC(C)=NNc1nccc2ccccc12 | nt | 17
COc1cccc(N(CC(=O)Nc2ccc(CSc3ccccc3)cc2)S(C)(=O)=O)c1 | -3 | 4
CC1(C)CC(=O)C2=C(C1)Nc1ccccc1N(C(=O)Cc1ccccc1)C2c1cccc(O)c1 (configuration not stated) | -5 | 15
COc1ccc(NC(=O)COc2ccc(Cl)c(C)c2)cc1 | -5 | -18
CCn1ncc(Cl)c1C(=O)N1CCCC1c1cc(C)on1 (configuration not stated) | 0 | -6
O=C1CCCc2nn(-c3ccccc3)c(-c3cccs3)c21 | -5 | -1
CSc1nnc(-c2nn(C)c3c2CN(C(=O)Cc2ccccc2C)CC3)n1C | -4 | 0
CC1CCc2nn(CC(=O)Nc3c(F)c(F)c(F)c(F)c3F)cc2C1 (configuration not stated) | -4 | 0
Cc1ccc(C)c(CN2C(=O)NC3(CCN(C(=O)c4ccc5c(c4)OCO5)CC3)C2=O)c1 | -1 | 27
COc1ccccc1NS(=O)(=O)c1ccc(C(C)(C)C)cc1 | -1 | -9
O=C(O)C1CCC(=O)N1Cc1ccccc1Cl (configuration not stated) | 0 | -9
O=C1OC(C(=O)Nc2cccc(Cl)c2)Cc2ccccc21 (configuration not stated) | -4 | 3
COc1cc(OC)cc(C(=O)Nc2sc3c(c2C(N)=O)CCCCCC3)c1 | 2 | -1
Cc1ccccc1S(=O)(=O)N1CCC(n2cnc3ccc(F)cc3c2=O)CC1 | 1 | -7
O=C(CN1C(=O)c2ccccc2C1=O)NCc1nnnn1-c1ccc(Cl)cc1 | 0 | -7
COc1cccc(CCC(=O)N2CCC(n3cnc4ccccc43)CC2)c1 | -4 | -3
O=C(NCc1cscn1)C1CCN(S(=O)(=O)c2cccs2)CC1 | -2 | -7
CCOc1ccccc1N1CCN(CC(O)c2ccc(C)cc2)CC1 (configuration not stated) | -4 | -2
O=C1C2C3C=CC(C3)C2C(=O)N1c1ncccc1O (configuration not stated) | -5 | 3
Cc1ccc(-c2nc(C=Nc3ccc(I)cc3)c(O)o2)cc1 | 2 | 8
CCOC(=O)c1ccc(Oc2c(C)oc3c4c(ccc3c2=O)OCN(C2CCS(=O)(=O)C2)C4)cc1 (configuration not stated) | -6 | 1
Clc1ccc(OCCCCN2CCCC2)cc1 | -4 | -1
Cc1cc(NC(=O)CC(C)(C)C)nc2c1c(=O)oc1ccccc12 | -3 | -4
COc1ccccc1C(=O)N1CCC(c2cc3n(n2)CCCNC3=O)CC1 | -2 | -1
Cc1ccc(-c2nc(C=Nc3ccc(F)cc3)c(O)o2)cc1 | 3 | 9
O=C(COc1ccccc1)Nc1ccccc1C(=O)NC1CCCCC1 | 2 | -2
CC1CN(C(=O)C2CCN(S(=O)(=O)c3ccccc3[N+](=O)[O-])CC2)CC(C)O1 (configuration not stated) | 2 | 1
Cc1cccc(NC(=O)Nc2ccccc2)c1C | 0 | -2
Cc1cc(Br)ccc1OCCCCN1CCCC1 | -9 | 2
CC(=O)C1=C(O)C(=O)N(c2ccc(C(=O)O)cc2)C1c1ccc([N+](=O)[O-])cc1 (configuration not stated) | -4 | -1
CCOC1=NN(c2ccc([N+](=O)[O-])cc2)C(=O)/C1=C\c1ccccc1C(F)(F)F | -3 | 62*
O=C(/C=C/c1ccc(Cl)cc1Cl)Nc1cc2ccccc2oc1=O | 3 | -7
CC1(C)Cc2cccc(OCC(=O)N(Cc3ccsc3)C3CC3)c2O1 | -8 | -8
CC(C(=O)Nc1ccc(I)cc1)N(c1ccccc1)S(C)(=O)=O (configuration not stated) | -12 | -3
CN(C)c1cc(-c2cccc([N+](=O)[O-])c2)oc(=O)c1Cl | -5 | nt
COC1CCN(C(=O)NC(C)(C)C)CC1 | 2 | 0
O=C(Cn1nc(-c2ccccc2)c2ccccc2c1=O)Nc1ccc(O)cc1 | 3 | 5
CN(C)c1ccc(CCNC(=O)c2cccs2)cc1 | -13 | 7
Cc1cc(C)cc(C(=O)N2CCC3(CC2)NC(=O)c2ccc(Cl)cc2N3)c1 | -2 | 6
O=C(Nc1ccc2c(c1)OCO2)C1CCN(S(=O)(=O)c2ccccc2)CC1 | -1 | 2
Cn1c(C2CCN(C(=O)Cc3cccc(Cl)c3)C2)nc2ccncc21 (configuration not stated) | -8 | 4
COc1ccc(O)c(-c2[nH]ncc2C(=O)c2cccc(C)c2)c1 | 2 | 5
CC1CCc2cc(F)ccc2N1S(=O)(=O)c1ccc2c(c1)CCN2C(=O)C1CC1 (configuration not stated) | 1 | -1
CCCN1CCc2nc(Nc3ccccc3OC)ncc2C1 | 96* | 1
O=C(COc1ccc(-c2ccccc2)cc1)Nc1nccs1 | 9 | -1
O=C1CSC(c2cccc(O)c2)N1c1ccc(Br)cc1 (configuration not stated) | -6 | 1
COc1ccc(Nc2ncc3c(n2)CCN(Cc2ccc(OC(C)C)cc2)C3)cc1 | -8 | 10
COc1ccc(CC(=O)Nc2c3c(nn2-c2cccc(Cl)c2)CS(=O)(=O)C3)cc1 | -6 | 6
CCC(=O)Nc1cccc(-c2noc(C3CCN(C(=O)Cc4ccc(F)cc4)CC3)n2)c1 | -2 | 12
O=[N+]([O-])c1ccc(-n2ncnc2-c2ccc(Cl)cc2Cl)cc1 | -4 | 5
COc1cccc(NC(=O)C2CC(=O)N(c3ccc(C)c(Cl)c3)C2)c1 (configuration not stated) | -1 | 3
O=C(O)c1ccccc1OCC(O)Cn1cnc2ccccc21 (configuration not stated) | 1 | -10

Continued:
SMILES | Pf apPOL inh | mHTT CaM bind
Cc1ccc(-n2nc3c(c2NC(=O)CCC2CCCC2)CS(=O)(=O)C3)c(C)c1 | -4 | 10
CCOc1ccc(CCNC(=O)CC2CCN(C(=O)c3ccc(C)cc3)CC2)cc1 | -4 | 12
O=C(c1ccco1)N1CCN(C2CN(Cc3ccccc3)S(=O)(=O)C2)CC1 (configuration not stated) | -5 | -8
CC1CCN(c2ccc(-c3noc(CN(C)C4CCCCC4)n3)cn2)CC1 | 0 | 3
COC(=O)c1nccnc1N | -20 | nt
CCC(=O)N1CCc2cc(OC)c(OC)cc2C1COc1ccc2c(C)cc(=O)oc2c1 (configuration not stated) | 2 | -5
Cc1ccc(NC(=O)N2CCC(n3cnc4cc(F)ccc4c3=O)CC2)cc1F | -2 | -9
C1=C(CCNc2nc(N3CCCC3)c3n[nH]nc3n2)CCCC1 | -5 | 1
CCOc1ccc(-c2ncnn2-c2ccc([N+](=O)[O-])cc2)cc1 | 5 | 8
Cc1ccc(C(O)=Cc2nc3ccccc3oc2=O)o1 | -4 | 15
Cc1nc(N2CCOCC2)nc(N2CCCCC2)c1[N+](=O)[O-] | -5&-4 | 2&0
COc1ccc(CNc2oc(COc3ccc(Cl)cc3)nc2C#N)cc1 | 3 | 36
COc1ccc(OC)c(NC(=O)c2ccc(C)cc2)c1 | -9 | 1
CCCc1cc(=O)[nH]c(SCC(=O)Nc2ccccc2C(F)(F)F)n1 | -2 | 2
O=C(Nc1cccc2nsnc12)c1cccc([N+](=O)[O-])c1 | -6 | 3
Cc1cc(NC(=O)C(=O)NCc2ccncc2)ccc1Br | -10 | 1
CN(C)c1ccc(/C=C2/SC(=Nc3ccccc3Cl)NC2=O)cc1 | -69 | 54*
COCCCNC(=O)c1c(NC(=O)c2ccco2)sc2c1CCCC2 | -6 | 2
CSC1=NC(C)(C)CCC(C)(C)N1 | -12 | nt
Cc1c(Cl)cccc1S(=O)(=O)NC1CCN(c2ccccc2)C1=O (configuration not stated) | -3 | -9
Cc1ccc(Oc2ccc(NC(=O)c3ccccc3[N+](=O)[O-])cc2)cc1 | 2 | 31
CCc1ccccc1NC(=O)Cn1nc2c(cc1=O)CCCC2 | 5 | -5
CC(=O)N1CCN(c2nc3c(s2)CC(C(=O)NCc2ccc(C)cc2)CC3)CC1 (configuration not stated) | 1 | 18
C1=C(c2ccccc2)Nc2ncnn2C1c1ccc2c(c1)OCO2 (configuration not stated) | 0 | 6
Cc1ccc(NC(=O)Nc2nnc(-c3cccs3)s2)cc1 | 45 | -1
CN1C(=O)c2ccc(NC(=O)COc3cc(Cl)c(Cl)cc3Cl)cc2C1=O | -8 | -1
CCc1onc(C)c1C1CCCN1Cc1cccc(Br)c1 (configuration not stated) | -3 | -63
O=C(NC1CCCCC1)C1CCN(S(=O)(=O)c2ccc(Cl)cc2)CC1 | 2 | -5
CCN1CCN(Cc2ccc(NC(C)=O)cc2)CC1 | 3 | -2
COc1cccc(NC(=O)c2cc3c(n2C)CCN(Cc2ccc(F)cc2)C3)c1 | -6 | 26
O=C1OCCN1C(=O)[C@H]1[C@H](c2ccc(Cl)cc2)C(c2ccccc2)=NN1c1ccccc1 | -8 | -9
Cc1cccc(NC(=O)c2cc(S(=O)(=O)NCc3ccco3)ccc2F)c1C | -3 | 2

Arranged by number of heavy atoms (ascending): part of the list above.
SMILES | Pf apPOL inh | mHTT CaM bind
CSC1=NC(C)(C)CCC(C)(C)N1 | -12 | nt
Cc1ccc(C(O)=Cc2nc3ccccc3oc2=O)o1 | -4 | 15
O=C(NC1CCCCC1)C1CCN(S(=O)(=O)c2ccc(Cl)cc2)CC1 | 2 | -5
Cc1ccc(Oc2ccc(NC(=O)c3ccccc3[N+](=O)[O-])cc2)cc1 | 2 | 31

Carrying on.
SMILES | Pf apPOL inh | mHTT CaM bind
Cc1ccc(-n2c(SCC(=O)Nc3cc(C)ccc3C)nc3c(c2=O)SCC3)cc1 | -4 | -14
Cc1cc(OS(=O)(=O)c2cccc(S(=O)(=O)Oc3ccc(Cl)c(C)c3)c2)ccc1Cl | -4 | nt
Cc1ccc(S(=O)(=O)N=S(CC2CC2(Cl)Cl)c2ccccc2)cc1 (configuration not stated) | -8 | 0
N#Cc1ccc(NC(=O)CSc2nc3ccccc3o2)cc1 | -5 | -6
Cc1ccc(OCC(=O)Nc2sc3c(c2C#N)CCCC3)cc1 | -3 | 1
COc1ccc(NS(=O)(=O)c2ccc(Br)cc2)c(OC)c1 | 1 | -13
Nc1ccc(N2CCOCC2)c(C(=O)O)c1 | -1 | 4
Cc1ccc(S(=O)(=O)N2CCOCC2)cc1C(=O)Nc1cccnc1 | 5&-1 | 5&0
COc1ccc(C2CCCN2C(=O)c2c(Br)cnn2C)cc1 (configuration not stated) | -1 | -3
CCCCNC(=O)C1C(=O)N=C(C)C([N+](=O)[O-])=C1C (configuration not stated) | -1 | -3
CCOc1cc(Br)c(/C=C2/C(=O)N(c3ccccc3)N=C2C)cc1OC | 6 | 16
CC1=C(n2nnc3ccccc32)C(c2ccccc2)C(C#N)=C(N)O1 (configuration not stated) | 11 | 15
O=C(Nc1ccc(F)cc1F)c1ccccc1I | -2 | -2
O=C(c1ccoc1)N1CCC2(CC1)Nc1cccnc1NC2=NCc1ccccc1 | -4 | 2
Cn1c2ccccc2c2nc3ccc([N+](=O)[O-])cc3cc21 | -8 | 0
O=C(Nc1ccc2scnc2c1)C1CCN(S(=O)(=O)c2ccc(F)cc2)CC1 | -9 | -10
O=c1/c(=C/c2c(F)cccc2Cl)sc2nc(-c3ccccc3)nn12 | -8 | 1
